High-throughput results from PubChem.
EBV LMP1 NFkB = EBV LMP1-driven NF-kappaB luciferase reporter inhibitors, primary screen, cell-based, luminescence, single point; LMP1-induced NF-kappaB luciferase reporter cells; inhibition, % at 12.5 µM; 350,000 compounds, 0.69% hits; AID 504558, 2011; in the data active = inhibition above about 41%;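 also: 0% = neutral control wells and 100% = reference inhibitor control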
TLR9-MyD88 block = inhibitors of TLR9-MyD88 association in cells, primary screen, cell-based, CHO, BLA complementation, fluorescence. Toll-like receptor 9 (Homo sapiens) + Myeloid differentiation primary response protein …. CCF4 FRET ratio. inhibition, % at 4.98 µM. 340,000 compounds, 0.21% hits;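 active = inhibition above the mean over all tested compounds plus 3 SD, cut at about 21% in these data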;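 also: 0% = DMSO only wells and 100% = clavulanate BLA inhibitor control wells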
NCOA1 inh = SRC1 coactivator transcriptional activity inhibitors, primary screen, cell-based, luminescence | AID 588354, 2011 | HEK293 GAL4-SRC1 luciferase reporter | 360,000 compounds, 0.12% hits | inhibition, % at 3.6 µM;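 active = inhibition above the campaign mean plus 3 SD, with each screening campaign given its own cutoff, cut at about 60% in these data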;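 also: 0% = DMSO treated cells and 100% = gossypol at 36 µM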
NOD2 RIPK2 PPI = NOD2-RIPK2 binding disruptors in cells, primary screen, fluorescence, CHO cells, BLA complementation | 360,000 compounds, 0.38% hits | CCF4 ratio | inhibition, % at 4.98 µM | Receptor-interacting serine/threonine-protein kinase 2 (Homo sapiens), O43353; in the data active = inhibition above about 21%;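 also: 0% = vehicle only and 100% = reference blocker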
Target sequence (O43353 whole entry, looked up): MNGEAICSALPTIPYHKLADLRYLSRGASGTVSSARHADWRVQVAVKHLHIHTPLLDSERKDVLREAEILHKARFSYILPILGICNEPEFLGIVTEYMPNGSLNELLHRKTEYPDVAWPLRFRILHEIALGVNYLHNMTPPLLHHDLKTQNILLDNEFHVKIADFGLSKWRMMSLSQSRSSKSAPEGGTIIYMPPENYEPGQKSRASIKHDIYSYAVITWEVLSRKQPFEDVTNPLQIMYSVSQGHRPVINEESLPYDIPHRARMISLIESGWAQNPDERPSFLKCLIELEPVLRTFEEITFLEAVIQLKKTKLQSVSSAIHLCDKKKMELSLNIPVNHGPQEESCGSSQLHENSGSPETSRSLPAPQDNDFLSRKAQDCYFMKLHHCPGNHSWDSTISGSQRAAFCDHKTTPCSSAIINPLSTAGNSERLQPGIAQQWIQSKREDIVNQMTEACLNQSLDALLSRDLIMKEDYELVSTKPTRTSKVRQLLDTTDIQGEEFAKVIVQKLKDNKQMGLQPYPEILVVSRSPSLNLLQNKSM
TROY signal inh = inhibitors of TROY-driven NF-kB signaling, primary screen, Q293 LMP1-TROYcd cells, NF-kB luciferase, uHTS | Q293 LMP1-TROYcd NF-kB luciferase reporter, 4 h | inhibition, % at 10 µM | 360,000 compounds, 0.98% hits;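 active = compounds whose plate-normalised and pattern-corrected inhibition of the luciferase reporter signal at the single screening dose is 50% or more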
C8 TRAIL sens = viability loss with TRAIL in NB7+C8 cells, primary screen, TRAIL sensitizer project, cell-based, ATPlite luminescence. inhibition (viability loss, TRAIL sensitization), % at 10 µM. 360,000 compounds, 1% hits;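 active = compounds causing at least 50% loss of cell viability in the single-dose screen, relative to plate controls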
TWEAK Fn14 block = inhibitors of TWEAK-Fn14 signaling, primary screen, luciferase reporter cells, uHTS; TWEAK-stimulated Fn14 reporter cells, luciferase luminescence, 8 h; inhibition, % at 10 µM; 360,000 compounds, 2% hits; AID 1159606, 2016; in the data active = inhibition above about 50%
NCOA2 inhibitor = inhibition of GAL4-SRC2 driven luciferase reporter, primary screen, SRC2 inhibitor project, cell-based, luminescence. inhibition, % at 9 µM. HEK293 GAL4-SRC2 luciferase reporter. AID 651957, 2012. 370,000 compounds, 0.17% hits;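 active = inhibition above the mean inhibition of all tested compounds plus 3 SD, set per campaign, cut at about 52% in these data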;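 also: 0% = DMSO treated cells and 100% = cells given Gossypol at 36 µM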
NR2F2 inh = NR2F2 transcriptional activity inhibitors, primary screen, cell-based, luciferase reporter, HEK293T, luminescence; COUP transcription factor 2 (Homo sapiens), P24468; HEK293T NGFI-A luciferase reporter; inhibition, % at 8.6 µM; AID 686940, 2013; 370,000 compounds, 0.7% hits;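 active = inhibition above a per-plate cutoff, mean inhibition of test wells between control levels plus 3 SD, cut at about 38% in these data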;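 also: cells cotransfected with COUP-TFII expression vector driving the NGFI-A reporter; 0% = median of COUP-TF2 test wells and 100% = reporter-only cells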
Target sequence (P24468 whole entry, looked up): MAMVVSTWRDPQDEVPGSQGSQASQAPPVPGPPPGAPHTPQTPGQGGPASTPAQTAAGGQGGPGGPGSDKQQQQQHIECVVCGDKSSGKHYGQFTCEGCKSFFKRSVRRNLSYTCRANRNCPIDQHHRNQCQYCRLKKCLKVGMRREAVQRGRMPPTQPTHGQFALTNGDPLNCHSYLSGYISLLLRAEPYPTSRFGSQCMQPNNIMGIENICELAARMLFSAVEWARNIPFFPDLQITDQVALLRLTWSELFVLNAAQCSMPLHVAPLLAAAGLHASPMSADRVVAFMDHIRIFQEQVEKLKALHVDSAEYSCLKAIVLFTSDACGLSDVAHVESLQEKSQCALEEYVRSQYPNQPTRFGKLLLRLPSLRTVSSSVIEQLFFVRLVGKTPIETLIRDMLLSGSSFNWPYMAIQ
LRH-1 inv ag = LRH-1 (NR5A2) inverse agonists, primary screen, cell-based, luminescence, HEK293T, StAR-luciferase reporter | Nuclear receptor subfamily 5 group A member 2 (Homo sapiens), O00482 | LRH-1 transfected, 24 h | inhibition, % at 3.6 µM | 360,000 compounds, 0.13% hits;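 active = inhibition above the mean inhibition of all tested compounds plus 3 SD, cut at about 73% in these data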;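 also: 0% = DMSO wells and 100% = reporter-only cells lacking LRH-1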
NCOA3 inh = SRC3 coactivator transcriptional activity inhibitors, primary screen, cell-based, luminescence. Nuclear receptor coactivator 3 (Homo sapiens), Q9Y6Q9. HEK293 GAL4-SRC3 luciferase reporter. inhibition, % at 3.6 µM. 360,000 compounds, 0.17% hits. AID 588352, 2011;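 active = inhibition above a per-campaign cutoff, the mean of all compounds plus 3 SD, cut at about 60% in these data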;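 also: 0% = DMSO-treated cells and 100% = gossypol-treated cells at 36 µM; higher means less SRC3-driven luciferase light from the GAL4 reporter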
An asterisk follows results filed as active; nt = no result given. A portion of the library, so the mix of outcomes need not match the whole.

SMILES	EBV LMP1 NFkB	TLR9-MyD88 block	NCOA1 inh	NOD2 RIPK2 PPI	TROY signal inh	C8 TRAIL sens	TWEAK Fn14 block	NCOA2 inhibitor	NR2F2 inh	LRH-1 inv ag	NCOA3 inh
O=C(Nc1cccc(F)c1)N1CCCC(CNS(=O)(=O)Cc2ccccc2)C1 (stereo unspecified)	1.4	2.5	4.8	-3.9	-2.2	-4.0	-2.7	8.7	-13.2	-1.2	-6.3
Cc1ccccc1-c1nc(CS(=O)CC(=O)NC2CC2)c(C)o1 (stereo unspecified)	-3.2	-6.3	9.1	-3.5	13.1	-21.1	-7.3	-5.2	6.6	-17.4	11.2
Cc1nc(N2CCN(Cc3ccc4c(c3)OCO4)CC2)c2cc(-c3ccccc3)sc2n1	-15.2	2.0	-20.9	-7.7	-16.6	3.0	-0.2	9.6	10.8	3.2	-3.6
C#CCOCCOCCOCCNc1nc(N2CCN(C(=O)C(Cc3ccc(O)cc3)n3cc(C(N)C(C)CC)nn3)CC2)nc(N2CCN(C(=O)C(Cc3ccc(O)cc3)n3cc(C(N)C(C)CC)nn3)CC2)n1 (stereo unspecified)	1.4	5.5	-2.5	3.9	-13.4	-10.6	-6.0	11.7	0.1	-14.4	-10.5
Cc1cccc(NC(=O)Nc2ccc(Cl)cc2)n1	-21.2	5.0	-82.7	-8.3	-21.6	-2.7	-24.0	-35.2	-34.0	-36.0	-78.3
CCOC(=O)CCc1nn(C)c(=O)c2ccccc12	5.4	-1.9	-28.2	-4.8	12.5	-3.9	12.3	-11.0	-7.0	3.3	9.3
Cc1nnc(SCC(=O)Nc2ccc(Cl)cn2)n1Cc1ccccc1	3.3	-15.5	-0.4	-5.4	6.6	-14.3	3.2	18.8	8.2	-3.5	-10.6
O=C(CSc1nnc2sc3ccccc3n12)NCc1ccc2c(c1)OCO2	3.4	-1.1	-0.9	-9.3	7.5	-4.3	26.2	-13.1	0.3	-7.6	-16.9
CCCCCCCCN1C(=O)[C@H](CC(=O)NCc2cccs2)C[C@@]2(C(=O)OC)CCCCC=C12	nt	nt	nt	-5.5	12.4	6.6	7.4	9.1	4.6	9.6	nt
CC(C)(C)NC(=O)CSc1nc(Cc2ccccc2)nc2ccccc12	0.0	-3.2	-5.1	3.0	-9.2	3.7	8.3	8.9	-21.8	-12.6	15.0
O=C(c1ccc(Cn2c(=S)[nH]c3ccc(N4CCOCC4)cc3c2=O)cc1)N1CCN(c2ccc(F)cc2)CC1	-13.4	11.6	-35.9	7.9	-7.3	0.0	-13.1	-38.7	26.8	-30.9	-39.5
COc1ccc(CCNC(=O)C(=O)NCC2CCCN2S(=O)(=O)c2cccs2)cc1OC (stereo unspecified)	-4.9	3.1	-23.3	7.8	-6.8	3.1	-8.1	10.4	8.1	-4.5	12.1
Fc1ccc(NC(=S)N2CCN(c3cccc(C(F)(F)F)c3)CC2)cc1	10.4	1.1	21.7	3.5	29.5	5.0	26.9	5.4	12.1	-4.6	7.9
O=C(Nc1cccc(C(F)(F)F)c1)c1ccc2sc([C@H]3C[C@H](O)[C@@H](CO)O3)nc2c1	nt	nt	14.8	-3.2	28.1	23.1	39.9	-6.6	57.9*	12.3	12.9
O=C(Cn1nc(-c2ccccc2)c2ccccc2c1=O)Nc1ccc(O)cc1	3.2	5.0	-44.5	-2.4	-1.3	-20.1	-25.3	3.6	-12.1	7.0	6.3
CCN(CC)c1ccc(/C=N/NC(=S)NCc2ccccc2)c(O)c1	-1.3	5.8	16.6	4.7	-9.9	4.6	-12.1	-0.7	7.5	3.0	9.4
COc1ccc(C(=O)NCCN2CCOCC2)cc1OC	-26.6	4.4	-7.7	-6.8	0.5	-13.8	6.3	-6.9	6.1	8.6	-8.0
CC1CCN(C(=O)c2cc3ccccc3c(=O)o2)CC1	-9.2	-8.8	-21.8	-4.2	-22.5	3.5	-10.2	-8.7	-37.4	-16.3	-37.5
O=C(Nc1ccccc1)N(Cc1ccccc1)C1=NCCS1	-8.8	4.2	-8.2	3.1	-19.9	-4.2	-20.5	-4.7	-2.2	-18.4	-1.0
COc1ccccc1CN1CC(C(=O)NCCSc2nnnn2C)CCC1=O (stereo unspecified)	-3.2	0.1	-4.0	0.2	13.6	-1.5	-20.5	25.6	-9.0	-6.2	19.6
CN(C)c1ccc(Sc2ccc3nc(N)nc(N)c3c2)cc1	17.4	1.7	31.5	-6.6	32.1	70.8*	31.5	11.2	25.5	74.2*	13.1
CC(C)Cc1nn2c(=O)cc(CSCC(=O)Nc3ccccc3F)nc2s1	-4.5	-3.7	6.8	-11.4	-13.6	-7.4	17.1	-3.1	-9.4	-17.7	-14.1
CCN(CC)C1=NC=CC(c2ccccc2)=CC1C (stereo unspecified)	4.4	6.3	-2.0	-12.1	11.8	2.4	-3.1	-10.0	0.9	-6.7	9.2
COc1cc(NC(=S)NCc2ccc(S(N)(=O)=O)cc2)c(OC)cc1Cl	-4.1	6.5	3.3	-6.6	4.5	-6.7	17.0	-4.9	-1.4	-3.3	-9.0
COc1ccc2cc(CN(CC3CCCO3)C(=S)Nc3ccccc3)c(=O)[nH]c2c1 (stereo unspecified)	7.0	9.1	2.8	-11.7	-17.1	-25.3	16.6	9.2	20.5	21.7	-20.7

New compounds follow
SMILES	EBV LMP1 NFkB	TLR9-MyD88 block	NCOA1 inh	NOD2 RIPK2 PPI	TROY signal inh	C8 TRAIL sens	TWEAK Fn14 block	NCOA2 inhibitor	NR2F2 inh	LRH-1 inv ag	NCOA3 inh
CSc1ncc(C(=O)Nc2ccc(Br)cn2)c(C)n1	-2.8	-3.1	-93.1	-0.4	-22.2	11.6	24.2	-38.5	-15.4	-19.1	-22.3
CCOC(=O)Cc1csc(NC(=O)COC(=O)/C=C/c2ccc(OC)cc2)n1	-0.9	-0.9	12.2	2.9	22.4	1.6	-2.9	-1.4	-7.8	-5.8	-13.1
O=C(NC(=S)Nc1ccc2c(c1)OCCO2)c1cccc2ccccc12	25.6	2.1	-29.7	-7.0	6.1	1.4	5.7	-20.0	-6.6	-28.0	-14.3
Cc1nc(NCCN2CCOCC2)c2nnn(Cc3ccccc3Cl)c2n1	-2.9	3.1	16.9	-4.5	-7.4	9.5	16.6	-5.9	21.4	15.6	15.2
O=C(/C=C/c1ccccc1)NC(=S)N1CCSCC1	1.9	-1.0	-1.0	-4.4	2.6	-8.5	34.6	-7.1	-30.4	11.0	-21.5
COC(=O)c1ccc(N2C(=O)C3CC(C)=C(C)CC3C2=O)cc1 (stereo unspecified)	-1.2	2.8	-3.8	7.4	7.1	-3.9	0.5	-3.9	8.4	0.3	8.2
Cc1ccc(OCC(=O)N/N=C/c2ccncc2)cc1	-26.0	-1.9	-0.5	-0.7	-1.4	10.4	-0.7	-37.3	-12.2	3.3	1.3
COc1ccc(CCNS(=O)(=O)c2cnc(Cl)c(Br)c2)cc1OC	2.1	-5.1	-2.9	-18.5	5.9	28.6	2.0	-26.4	-2.4	-11.1	3.4
Cc1ccc(C(=O)N2CCCc3ccccc32)c(Cl)c1	6.8	-5.9	-25.7	-4.2	-38.1	-2.1	-4.8	0.9	-21.3	-13.3	-3.3
O=C(CNCc1cccs1)NC12CC3CC(CC(C3)C1)C2	-0.4	6.4	-11.1	-0.9	-11.2	8.0	-20.5	-31.3	3.7	-6.6	6.8
Cn1c(=O)cc(SCC(=O)NCC2COc3ccccc3O2)c2ccccc21 (stereo unspecified)	0.0	-1.6	-4.5	-11.6	2.6	-12.4	2.3	13.9	-2.1	-2.6	14.7
CCOc1ccc(CCNC(=O)c2cccc(NC3=NC4CS(=O)(=O)CC4S3)c2)cc1OCC (stereo unspecified)	-4.7	-1.9	-13.8	-5.1	0.6	-16.0	-12.0	18.8	-9.9	-15.6	-27.4
O=C(NCCSc1c[nH]c2ccccc12)c1ccc(Br)o1	-7.4	11.6	2.4	4.8	-15.7	14.7	18.7	10.4	6.8	-16.7	-0.5
CCOc1ccc(S(=O)(=O)NCCC(=O)NC2CCCCC2)cc1	2.0	-6.0	-8.6	-3.3	-10.6	-18.2	7.2	1.2	7.8	3.3	-13.6
Cc1ccc(/C=N/N2CCN(c3ccccc3)CC2)cc1	-34.1	5.0	-55.6	-4.0	-40.5	-3.3	-21.0	-8.3	7.7	-2.2	-31.4
C[C@H](CO)N1C[C@H](C)[C@H](CN(C)S(=O)(=O)c2ccc(C#N)cc2)OCc2cnnn2CCCC1=O	2.8	3.7	2.7	4.3	-7.6	-20.1	-1.9	-6.5	-0.3	0.5	9.6
CCCCN(C(=O)C1CCN(C(=O)c2ccccc2C)CC1)c1c(N)n(CCCC)c(=O)[nH]c1=O	2.6	-9.4	-2.0	1.1	1.9	4.5	-2.6	-32.2	-7.0	5.0	-12.1
O=C(/C=C/c1ccco1)N1CCCC(c2ccccc2)C1 (stereo unspecified)	3.1	-1.6	3.9	0.5	-1.8	-3.9	22.5	6.2	1.5	-20.9	10.3
CCCCCCN1C[C@H](n2cc(C3CC3)nn2)[C@@H](O)C[C@@H]1c1ccc(OC)cc1	-6.5	0.8	3.2	12.7	0.3	-6.9	-0.4	18.1	2.9	-21.6	-7.2
Cc1noc(NC(=O)c2ccccc2Cl)c1C#N	-4.1	12.9	-7.4	10.8	2.6	9.5	-5.2	-18.7	-22.0	-1.9	2.0
CCN1CCN(CC(=O)c2c[nH]c3ccccc23)CC1	-8.8	-5.5	-12.0	-26.6	-5.3	-6.4	-7.3	-0.1	-2.3	17.0	13.8
COCCCn1c(=O)c2ccccc2n(Cc2ccccc2C)c1=O	-4.5	0.1	7.2	10.1	6.4	4.4	-8.0	5.6	-1.2	1.2	-6.9
CN(C)S(=O)(=O)c1cc(NC(=O)COC(=O)CC2CC3CCC2C3)ccc1Cl (stereo unspecified)	0.2	4.3	0.6	-7.5	12.9	-7.0	-5.2	-15.1	-7.9	-6.8	0.6
O=C(/C=C/c1ccc(N2CCOCC2)cc1)c1ccccc1	11.2	20.1	-65.5	30.6*	47.4	5.2	10.3	-41.6	-11.8	-42.2	-63.1
Cc1nc(N)[nH]c(=O)c1CCCNS(=O)(=O)c1ccc([N+](=O)[O-])cc1	-2.5	-32.4	-1.8	1.1	2.4	9.8	-0.5	-11.0	-6.5	-8.8	0.0
CC(C)(C)OC(=O)NC(Cc1ccccc1)C(=O)O (stereo unspecified)	-0.5	2.8	4.2	-5.2	-5.8	-3.4	-14.1	-14.8	12.2	1.1	14.1

Records above printed as active in LRH-1 inv ag:
mol	EBV LMP1 NFkB	TLR9-MyD88 block	NCOA1 inh	NOD2 RIPK2 PPI	TWEAK Fn14 block	NCOA2 inhibitor	NR2F2 inh	LRH-1 inv ag	NCOA3 inh
CN(C)c1ccc(Sc2ccc3nc(N)nc(N)c3c2)cc1	17.4	1.7	31.5	-6.6	31.5	11.2	25.5	74.2*	13.1
